Screening results (PubChem BioAssay)
Vif-A3F inh – qHTS for Inhibitors of Vif-A3F Interactions: qHTS. 0.2% of 390,000 active. HeLa A3F-eYFP + Vif (tagged APOBEC3F with the HIV-1 protein that degrades it), YFP fluorescence increase. Potency, µM (doses to about 46.1 µM), inactives show top-dose activity, negative = active. AID 602313, 2012; further: potency means the concentration at half of the fitted maximal effect; % of control where 0% means no effect; nearly all actives have a fitted effect of over 65% in size
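HeLa cells stably expressing Vif plus C-terminally eYFP-tagged A3F were seeded, incubated overnight at 37 deg C, dosed with compound, incubated overnight again at 37 deg C. Yellow fluorescence (Ex 488/Em 500-530) reported blocked Vif-mediated A3F-eYFP degradation.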
GRP78 ERSR act – qHTS for Inducers of the Endoplasmic Reticulum Stress Response (ERSR) in Human Glioma: qHTS; 0.02% of 420,000 active; AID 602332, 2012; Potency, µM, without a hit: top-dose activation, most hits filed as activators; U87-MG GRP78 promoter luciferase reporter, 16 h; further: potency means the concentration at half of the fitted maximal effect; series mostly up to about 76 µM; % of control where 0% means no effect; nearly all actives have a fitted effect of over 35% in size
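ERSR induction read as luciferase luminescence (Bright-Glo, 10 min at room temperature) in stably transfected human U87-MG glioma cells exposed to compounds for 16 h, using GRP78 as sensor.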
USP1 inh – Inhibitors of USP1/UAF1: Primary Screen | Ubiquitin carboxyl-terminal hydrolase 1 (Homo sapiens), O94782 | recombinant USP1/UAF1, Ub-Rhodamine cleavage fluorescence | Potency, µM (titrated, usually from 57.1 µM), without a hit: at the top dose activity change, negative = inhibition, hits mostly inhibitors | 0.23% of 390,000 active; further: potency means the concentration at half of the fitted maximal effect; on the % scale 0 is the no-effect control and ±100 the full control effect; nearly all actives have a fitted effect of over 60% in size; inactives centre near -12
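In this screen, compounds sit with the deubiquitinase complex (1nM) for 15 min at room temperature before Ub-Rho is added at 150nM final. Fluorescence rise is then followed for 6 reads every 60 seconds.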
TrxR1 substrate – qHTS Assay for Substrates of Mammalian Selenoprotein Thioredoxin Reductase 1 (TrxR1): qHTS; purified TrxR1 substrate turnover, NADPH consumption readout; Potency, µM (highest dose often 114 µM), without a hit: at the top dose activity change, negative = substrate turnover; 0.01% of 390,000 active; further: potency means the concentration at half of the fitted maximal effect; on the % scale 0 is the no-effect control and ±100 the full control effect; nearly all actives have a fitted effect of over 50% in size
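Rat TrxR1, dispensed at 90 nM, was prereduced with 400 uM NADPH (final) for 5 min at ~22 deg C, then incubated with compound 15 min before 400 uM selenite. A first-read NADPH fluorescence drop versus no-compound background flagged substrates.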
PI4K2A block – qHTS for small molecular inhibitors of PI4K2A; purified PI4K2A, ADP-Glo luminescence, 1 h; active compounds read low; activity change, negative = inhibition, % at 76.9 µM; 0.13% of 420,000 active; in the data active means activity change below about -50%; inconclusive means mostly about -30% to -49%;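 further: -100% = wells without enzyme as full effect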
Target sequence (Q9BTU6 whole entry, looked up): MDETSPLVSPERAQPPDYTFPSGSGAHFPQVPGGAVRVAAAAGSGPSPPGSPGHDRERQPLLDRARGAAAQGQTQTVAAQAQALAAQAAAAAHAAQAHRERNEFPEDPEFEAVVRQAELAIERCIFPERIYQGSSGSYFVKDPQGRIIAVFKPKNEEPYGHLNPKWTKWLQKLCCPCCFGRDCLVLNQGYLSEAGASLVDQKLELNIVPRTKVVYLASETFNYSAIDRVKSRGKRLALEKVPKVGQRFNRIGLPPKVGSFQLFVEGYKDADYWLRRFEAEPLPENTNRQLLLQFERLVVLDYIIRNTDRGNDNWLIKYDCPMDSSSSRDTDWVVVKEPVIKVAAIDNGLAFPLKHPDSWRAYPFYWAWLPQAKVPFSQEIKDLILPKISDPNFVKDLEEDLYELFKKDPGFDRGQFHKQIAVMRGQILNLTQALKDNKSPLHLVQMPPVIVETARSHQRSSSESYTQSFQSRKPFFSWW
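Compounds are screened against recombinant PI4K2A using PI as substrate and ATP, the latter dispensed at 300 microM. Reactions run one hour at ambient temperature before ADP-Glo detection; full inhibition defined by wells lacking enzyme.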
LDHA inh – qHTS assay for inhibitors of human lactate dehydrogenase. purified LDHA, NADH/diaphorase-resazurin fluorescence; active compounds read low. activity change, % (values are at about 110 or 230 µM). 0.15% of 480,000 active. AID 1347041, 2019; in the data active means activity change below about -30%; inconclusive means mostly about -25% to -30%;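 further: plate controls were DMSO wells for no effect and wells without enzyme for full effect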
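Human LDH5 (2 nM) was incubated with 0.06 mM NADH and 0.2 mM pyruvate for 5 min at room temperature in Tris pH 7.4. Remaining NADH was coupled through diaphorase/resazurin, and resorufin fluorescence was read at 0 and 20 min.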
mIDH1 inhibitor – qHTS for Inhibitors of mutant isocitrate dehydrogenase 1 (IDH1): qHTS. IDH1-R132H enzyme, NADPH consumption, diaphorase/resazurin fluorescence. Potency, µM (doses to about 76.6 µM), for the others: at the highest dose activity change, negative = inhibition, hits mostly inhibitors. Isocitrate dehydrogenase [NADP] cytoplasmic (Homo sapiens), O75874. 0.093% of 390,000 active; further: potency means the concentration at half of the fitted maximal effect; on the % scale 0 is the no-effect control and ±100 the full control effect; nearly all actives have a fitted effect of over 65% in size
Target sequence (O75874 whole entry R132H, stated change not applied): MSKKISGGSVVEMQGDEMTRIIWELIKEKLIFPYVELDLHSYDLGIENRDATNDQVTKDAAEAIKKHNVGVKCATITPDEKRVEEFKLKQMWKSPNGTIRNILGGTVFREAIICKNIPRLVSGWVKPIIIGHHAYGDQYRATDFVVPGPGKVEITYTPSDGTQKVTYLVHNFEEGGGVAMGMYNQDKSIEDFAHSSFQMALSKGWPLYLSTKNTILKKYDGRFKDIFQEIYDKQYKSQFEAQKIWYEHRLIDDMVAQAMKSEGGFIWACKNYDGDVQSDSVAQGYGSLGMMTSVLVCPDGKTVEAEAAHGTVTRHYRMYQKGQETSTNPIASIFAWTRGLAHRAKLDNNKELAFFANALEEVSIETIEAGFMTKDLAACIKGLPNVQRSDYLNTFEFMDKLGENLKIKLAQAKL
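IDH1-R132H (0.5 ug/mL) preincubated 30 min with compound, then NADPH (0.016 mM) and alpha-KG (2 mM) added; 80 min at RT, pH 7.5. Remaining NADPH coupled via diaphorase/resazurin to fluorescence (540/590 nm); concentration-response curves normalized to no-enzyme control.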
Vif-A3G inh – qHTS for Inhibitors of Vif-A3G Interactions: qHTS; DNA dC->dU-editing enzyme APOBEC-3G (Homo sapiens), Q9HC16; HeLa A3G-eYFP + Vif (tagged APOBEC3G with the HIV-1 protein that degrades it), YFP fluorescence, overnight; Potency, µM (series often up to 46.1 µM), inactives show at the top dose activity, negative = active, most hits filed as inhibitors; 0.076% of 410,000 active;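 further: potency means the concentration at half of the fitted maximal effect; on the % scale 0 is the no-effect control and ±100 the full control effect; nearly all actives have a fitted effect of over 60% in size; hits raise eYFP signal because A3G escapes Vif-driven loss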
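Read-out is eYFP fluorescence (Ex 488/Em 500-530) from Vif-expressing HeLa A3G-eYFP cells; more signal means A3G escaped Vif-mediated degradation. Cells plated overnight, compound pinned in, incubated overnight at 37 deg C.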
RXFP1 agonist – qHTS Assay for Agonists of the Relaxin Receptor RXFP1 | Relaxin receptor 1 (Homo sapiens), Q9HBX9 | HEK293T-RXFP1 cAMP TR-FRET, 30 min; response scale: percent of porcine relaxin response, buffer zero | Potency, µM (highest dose often 57.5 µM), for inactives: at the top dose activation, most hits filed as activators | 0.3% of 370,000 active; further: potency means the concentration at half of the fitted maximal effect; on the % scale 0 is the no-effect control and ±100 the full control effect; nearly all actives have a fitted effect of over 60% in size; many of its hits are not listed in these tables
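cAMP rise read by TR-FRET after 30 min, 37C compound exposure (up to 58 uM) in RXFP1-transfected HEK293 cells with Ro 20174 present. EC50 from Hill-equation fits, with 29 nM porcine relaxin as 100% and buffer as basal.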
* = called active by the depositor; ? = inconclusive; / = no result given; [ ] = remark or other dose. Unless noted, the call rests on the fitted dose curve; in most records, active means well fitted curve in the direction sought with a large enough effect; inconclusive means small, poorly fitted or top-dose-only effect, or another doubt; inactive means no such curve, though single readings can be large; an effect the other way counts as inactive or inconclusive.

1. CN1CCN(S(=O)(=O)c2cccc(C(=O)Nc3sc4c(c3-c3nc5ccccc5[nH]3)CCCC4)c2)CC1
2. CC(=O)Nc1ccc(S(=O)(=O)N2CCN(CCCOc3ccccc3Cl)CC2)cc1
3. O=C1CC(SC2=NCCS2)C(=O)N1c1cccc(Cl)c1Cl (stereo not drawn)
4. CC(OC(=O)CCNS(=O)(=O)c1ccc(Cl)cc1)C(=O)N(C)Cc1ccccc1 (stereo not drawn)
5. COc1cccc(CNC(=O)c2ccc(NS(=O)(=O)c3ccc4[nH]c(=O)[nH]c4c3)cc2)c1
6. CC(=O)O[C@H]1CC[C@@]2(C)[C@@H](CC[C@H]3[C@@H]4CC[C@H](C(C)O)[C@@]4(C)CC(=O)[C@@H]32)C1 (stereo partly drawn)
assay / compound,1,2,3,4,5,6
Vif-A3F inh,5%,0%,1%,0%,7%,3%
GRP78 ERSR act,1%,0%,-1%,-5%,-1%,0%
USP1 inh,-9%,2%,-21%,-25%,-24%,?
TrxR1 substrate,-14%,-12%,-7%,/,-3%,2%[57.1 µM]
PI4K2A block,-6,0,-6,6,-5,1
LDHA inh,0,0,-14,-1,-12,-9
mIDH1 inhibitor,-1%,-4%,-5%,7%,-6%,-2%
Vif-A3G inh,-4%,0%,0%,1%,0%,0%
RXFP1 agonist,7.2%,0.5%,0.3%,/,1.0%,-0.6%

7. Nc1ccc2nc(SCc3ccc([N+](=O)[O-])cc3)sc2c1
8. Cc1cccc(C)c1OCc1nc2c3cnn(-c4ccccc4F)c3ncn2n1
9. COC(=O)c1ccc2nc(-c3cccc(Cl)c3)c(Cc3ccccc3OC)n2c1
10. CC(C)OP(=O)(OC(C)C)C(NC(=O)c1cccc([N+](=O)[O-])c1)C(N)=O (stereo not drawn)
11. Cc1ccc(C)c(N2CCN(c3nc4ccc(C(=O)c5ccccc5)cc4n4cnnc34)CC2)c1
12. Cc1ccc(S(=O)(=O)N[C@@H](CO)C(=O)N[C@@H](Cc2ccc(O)cc2)C(=O)O)cc1
assay / compound,7,8,9,10,11,12
Vif-A3F inh,-4%,/,/,0%,3%,-14%
GRP78 ERSR act,5%,/,5%,1%,-3%,0%
USP1 inh,-17%,-16%,/,-10%,-17%,-20%
TrxR1 substrate,5%,0%,/,-6%,1%,3%
PI4K2A block,1,4,-14,1,2,5
LDHA inh,4,-6,-3,-1,-2,-3
mIDH1 inhibitor,10%,/,/,2%,-4%,-11%
Vif-A3G inh,3%,/,-15%,0%,-6%,-5%
RXFP1 agonist,0.9%,-0.2%,/,0.0%,12%,-3.3%

13. COc1ccc(C)cc1NC(=O)CSc1nc(=O)n(Cc2ccncc2)c2c1CCC2
14. CCN1C(=O)/C(=C/N2CCc3ccccc32)SC1=S
15. O=C(CN1C(=O)C2C3C=CC(C3)C2C1=O)N1CC(=O)N(CCc2ccccc2)C(=O)C1 (stereo not drawn)
16. O=C(NCC(O)c1ccc([N+](=O)[O-])cc1)c1cccc(S(=O)(=O)N2CCOCC2)c1 (stereo not drawn)
17. COc1cc(/C=N/Nc2ccccc2)ccc1OC(=O)c1cccs1
18. NC(=O)CCS(=O)(=O)CCN1CCCCC1
assay / compound,13,14,15,16,17,18
Vif-A3F inh,2%,-20%,1%,1%,-2%,-9%
GRP78 ERSR act,-1%,8%,-8%,-5%,2%,-6%
USP1 inh,-6%,-16%,-14%,-6%,-7%,-4%
TrxR1 substrate,-2%[57.1 µM],14%[57.1 µM],5%[57.1 µM],11%,-9%,14%[57.1 µM]
PI4K2A block,-2,6,3,-7,2,4
LDHA inh,-10,-7,-5,-5,7,-12
mIDH1 inhibitor,11%,4%,1%,7%,1%,-3%
Vif-A3G inh,-3%,-5%,1%,-2%,-11%,1%
RXFP1 agonist,3.0%,2.7%,-0.1%,0.7%,-0.4%,-0.1%

19. COc1ccc(/C=N/NC(=O)c2ccn[nH]2)cc1CSc1ccccn1
20. CCOC(=O)c1ccc[n+](CC(=O)Nc2ccccc2OC(F)F)c1
21. CC1=C(c2ccc(C)c(C)c2)S(=O)(=O)N(Cc2ccc(C(=O)NCc3ccc(C)cc3)cc2)C1=O
22. O=C(CSc1nnc(-c2cccs2)o1)Nc1cccc(C(F)(F)F)c1
23. O=C(c1cc(C(=O)N2CCOCC2)c2nc3ccccc3n2c1)c1ccccc1O
24. CCn1c(SCc2ccc(OC)c(F)c2)nc2ccccc2c1=O
assay / compound,19,20,21,22,23,24
Vif-A3F inh,5%,-1%,-2%,-3%,-11%,-15%
GRP78 ERSR act,1%,-1%,-3%,-6%,1%,-1%
USP1 inh,-5%,-24%,-18%,?,-7%,-34%
TrxR1 substrate,-4%,-4%,31%[activator],-7%,-2%,4%
PI4K2A block,-5,0,2,-1,6,1
LDHA inh,-4,-6,-9,-8,0,0
mIDH1 inhibitor,5%,0%,-10%,11%,-9%,-1%
Vif-A3G inh,-2%,10%,0%,4%,-2%,-10%
RXFP1 agonist,-1.8%,5.2%,1.2%,1.3%,-3.8%,2.8%

25. COc1cc(CCC(=O)N2CCN(c3ccc([N+](=O)[O-])cc3)CC2)cc(OC)c1OC
26. COc1ccc(-c2c(C#N)sc(C(N)=O)c2-c2ccc(OC)cc2)cc1
27. Cc1cc(NC(=O)CSc2ncccc2C(=O)O)no1
28. COc1ccccc1CCC(=O)Nc1ccc(OC)c(S(=O)(=O)N2CCOCC2)c1
29. Cc1cc(C)c(NC(=O)COC(=O)c2c(C)noc2C)c(Cl)c1
30. CCN(CC)C(=O)c1cccc(-c2csc(C(C)(O)c3ccc(F)c(F)c3)n2)c1 (stereo not drawn)
assay / compound,25,26,27,28,29,30
Vif-A3F inh,8%,-1%,9%,-2%,-1%,/
GRP78 ERSR act,1%,-1%,-1%,-2%,-2%,-7%
USP1 inh,-11%,-10%,-5%,-14%,-16%,/
TrxR1 substrate,-4%,-1%,5%[57.1 µM],-11%,-2%,/
PI4K2A block,-3,-5,0,1,3,0
LDHA inh,0,-7,-2,-1,-6,-1
mIDH1 inhibitor,6%,3%,0%,6%,1%,/
Vif-A3G inh,0%,-7%,2%,-3%,4%,-7%
RXFP1 agonist,-0.4%,2.7%,-2.9%,4.0%,-1.7%,/

Ordered by heavy-atom count (highest first): some entries from above.
5. COc1cccc(CNC(=O)c2ccc(NS(=O)(=O)c3ccc4[nH]c(=O)[nH]c4c3)cc2)c1
25. COc1cc(CCC(=O)N2CCN(c3ccc([N+](=O)[O-])cc3)CC2)cc(OC)c1OC
19. COc1ccc(/C=N/NC(=O)c2ccn[nH]2)cc1CSc1ccccn1
17. COc1cc(/C=N/Nc2ccccc2)ccc1OC(=O)c1cccs1
assay / compound,5,25,19,17
Vif-A3F inh,7%,8%,5%,-2%
GRP78 ERSR act,-1%,1%,1%,2%
USP1 inh,-24%,-11%,-5%,-7%
TrxR1 substrate,-3%,-4%,-4%,-9%
PI4K2A block,-5,-3,-5,2
LDHA inh,-12,0,-4,7
mIDH1 inhibitor,-6%,6%,5%,1%
Vif-A3G inh,0%,0%,-2%,-11%
RXFP1 agonist,1.0%,-0.4%,-1.8%,-0.4%

Next section
31. COc1ccc(Nc2nc(-c3cccc([N+](=O)[O-])c3)nc3ccccc23)c(OC)c1
32. CCc1nnc(NC(=O)CCC(=O)N2CCN(c3ccccn3)CC2)s1
33. CC1=NN(c2ccc(S(=O)(=O)O)cc2C)C(=O)C1
34. COc1cc(CNC(=O)c2cccc(COc3ccc(Cl)cc3)c2)cc(OC)c1
35. NS(=O)(=O)c1ccc(CCNC(=O)CNC(=O)Cc2cccc3ccccc23)cc1
36. CC(NC(=O)CCn1c(=S)[nH]c2ccsc2c1=O)c1ccccc1 (stereo not drawn)
assay / compound,31,32,33,34,35,36
Vif-A3F inh,-3%,-1%,8%,-1%,2%,13%
GRP78 ERSR act,-2%,-6%,1%,-14%,-4%,0%
USP1 inh,-3%,-13%,?,-11%,-22%,4%
TrxR1 substrate,-16%,3%,11%[57.1 µM],-14%,4%,1%[57.1 µM]
PI4K2A block,0,3,-68*,4,-3,4
LDHA inh,-3,-2,-1,3,-3,-4
mIDH1 inhibitor,4%,0%,4%,9%,-1%,-5%
Vif-A3G inh,-1%,3%,2%,1%,-2%,-3%
RXFP1 agonist,1.1%,1.7%,0.7%,0.2%,-1.1%,4.5%

37. Oc1ccc(C[C@H]2CNCCN2CC2(c3ccccc3)CC2)cc1
38. Cc1cccc(-n2c(-c3ccncc3)n[nH]c2=S)c1
39. CC(C)OCCCNC(=O)NC(=O)c1ccc(Cl)cc1
40. Cc1ccc(CC2CC(=O)N(c3ccc(C)cc3)C2=O)cc1 (stereo not drawn)
assay / compound,37,38,39,40
Vif-A3F inh,6%,0%,6%,?
GRP78 ERSR act,-3%,0%,1%,-1%
USP1 inh,25%,-6%,1%,?
TrxR1 substrate,15%[57.1 µM],-4%,-7%,-2%
PI4K2A block,-3,-11,2,3
LDHA inh,-7,0,-4,-10
mIDH1 inhibitor,-7%,3%,7%,0%
Vif-A3G inh,1%,1%,1%,1%
RXFP1 agonist,-0.5%,0.2%,0.0%,2.9%

An excerpt (hit frequency here may not be typical).
